ALOX12 inh: ALOX12 (human) lipoxygenase inhibition; purified 12hLO, xylenol orange hydroperoxide absorbance; Potency, µM (doses to about 108 µM), for inactives: at the highest dose activity change, negative = inhibition, hits mostly inhibitors; 580,000 compounds, 1.1% hits; AID 1671190; active = well fitted inhibition curve with a large enough effect; inconclusive = small, poorly fitted or top-dose-only effect, or another doubt; inactive = no such curve, though single readings can be large or run the other way
Target sequence (P18054 whole entry, looked up): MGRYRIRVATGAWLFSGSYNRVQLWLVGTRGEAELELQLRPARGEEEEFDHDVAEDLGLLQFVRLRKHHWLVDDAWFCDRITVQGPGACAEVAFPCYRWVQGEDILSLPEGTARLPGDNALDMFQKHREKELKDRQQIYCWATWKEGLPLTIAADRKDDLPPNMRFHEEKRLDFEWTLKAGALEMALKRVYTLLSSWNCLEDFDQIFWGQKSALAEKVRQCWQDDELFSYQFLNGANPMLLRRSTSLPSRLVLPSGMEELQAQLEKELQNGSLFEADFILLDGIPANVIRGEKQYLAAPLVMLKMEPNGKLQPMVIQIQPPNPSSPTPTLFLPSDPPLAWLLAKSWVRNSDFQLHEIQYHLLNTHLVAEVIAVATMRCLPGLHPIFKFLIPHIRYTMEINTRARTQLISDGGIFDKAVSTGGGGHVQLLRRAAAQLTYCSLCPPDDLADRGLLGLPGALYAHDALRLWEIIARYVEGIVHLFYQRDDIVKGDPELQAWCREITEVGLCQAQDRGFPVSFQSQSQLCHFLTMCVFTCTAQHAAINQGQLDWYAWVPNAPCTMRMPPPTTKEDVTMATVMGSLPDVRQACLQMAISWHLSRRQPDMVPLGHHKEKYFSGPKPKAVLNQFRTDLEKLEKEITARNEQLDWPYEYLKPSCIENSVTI
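Purified human 12hLO at 150 nM in 25 mM Hepes, 0.01% Triton X-100, pH 7.0, preincubated 15 min at room temperature with compound. Reaction started with 40 uM arachidonic acid, 30 min at room temperature. Hydroperoxide measured by Fe-xylenol orange, 573/405 nm absorbance ratio.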
* = called active by the depositor; ? = inconclusive; [ ] = remark or other dose. % is scaled to controls: 0 for no effect and ±100 for the full control effect; potency is read from the fitted curve at half-maximal effect. Only part of the results is shown. The share of hits here may be higher or lower than overall.

Start of the listing, in advance:
SMILES	ALOX12 inh
CCOc1cc(C(=O)N2CCC[C@H]2c2nc(-c3ccc(OC)cc3)no2)cc(OCC)c1OCC	3%
COCCn1cc(CN2CCN(Cc3ccccc3F)CC2)ccc1=O	35%[activator]
CCn1ccc2cc(NC(=O)c3nn(Cc4ccccc4)c(=O)c4ccccc34)ccc21	144%[activator]
O=C(O)c1cccc2c(Cl)cccc12	0%
Cc1ccc(NC(=O)CCn2cnc3c2c(=O)n(C)c(=O)n3C)cc1C	9%
O=C(Nc1ccnn1Cc1ccccc1Cl)c1n[nH]c(=O)c2ccccc12	19%
COc1ccccc1CNc1nc2ccccc2nc1NS(=O)(=O)c1cccc2nsnc12	1%
CCc1nc2c(c(-c3ccc(OC)cc3)n1)CN(C(=O)c1ccccc1F)CC2	-5%[6.33 µM]
CCN(c1ccc(NC(=O)CSc2ncnc3ccccc23)cc1)C(C)C	-12%
Cc1noc([C@@H]2CN(Cc3ccncc3)C[C@H]2CO)n1	-1%
Cc1ccnc(NC(=O)C2c3ccccc3C(=O)N(CC(C)C)C23CCCC3)c1 (stereo not given)	30%
O=Cc1cn[nH]c1-c1cccs1	17%
N=C(N)c1cccc(OCc2cccnc2)c1	7.9µM*
COCCN(CCOC)C(=O)c1cc(-c2ccc(C)cc2)nc2ccccc12	9%
Cc1nc2ccc(C(=O)Oc3ccc(C4SCCS4)cc3)cc2nc1C	7%
C[N+](C)(C)CCCC#CC#CCCC[N+](C)(C)C	40µM*

Results (from the top)
SMILES	ALOX12 inh
CCOc1cc(C(=O)N2CCC[C@H]2c2nc(-c3ccc(OC)cc3)no2)cc(OCC)c1OCC	3%
COCCn1cc(CN2CCN(Cc3ccccc3F)CC2)ccc1=O	35%[activator]
CCn1ccc2cc(NC(=O)c3nn(Cc4ccccc4)c(=O)c4ccccc34)ccc21	144%[activator]
O=C(O)c1cccc2c(Cl)cccc12	0%
Cc1ccc(NC(=O)CCn2cnc3c2c(=O)n(C)c(=O)n3C)cc1C	9%
O=C(Nc1ccnn1Cc1ccccc1Cl)c1n[nH]c(=O)c2ccccc12	19%
COc1ccccc1CNc1nc2ccccc2nc1NS(=O)(=O)c1cccc2nsnc12	1%
CCc1nc2c(c(-c3ccc(OC)cc3)n1)CN(C(=O)c1ccccc1F)CC2	-5%[6.33 µM]
CCN(c1ccc(NC(=O)CSc2ncnc3ccccc23)cc1)C(C)C	-12%
Cc1noc([C@@H]2CN(Cc3ccncc3)C[C@H]2CO)n1	-1%
Cc1ccnc(NC(=O)C2c3ccccc3C(=O)N(CC(C)C)C23CCCC3)c1 (stereo not given)	30%
O=Cc1cn[nH]c1-c1cccs1	17%
N=C(N)c1cccc(OCc2cccnc2)c1	7.9µM*
COCCN(CCOC)C(=O)c1cc(-c2ccc(C)cc2)nc2ccccc12	9%
Cc1nc2ccc(C(=O)Oc3ccc(C4SCCS4)cc3)cc2nc1C	7%
C[N+](C)(C)CCCC#CC#CCCC[N+](C)(C)C	40µM*
CC(=O)NC[C@H]1CCN(Cc2ccc(Cl)cc2F)C[C@H]1N(C)C	24%
CC(C)[C@@H](C)/C=C/[C@@H](C)[C@H]1CC[C@@H]2[C@]1(C)CCC1[C@]23C=C[C@]2(C[C@@H](O)CC[C@]12C)N(c1ccc([N+](=O)[O-])cn1)O3 (stereo not given in full)	-56%
CC(=O)c1ccc(NC(=O)C(C)Sc2ccccc2C(=O)NCC(=O)C(C)(C)C)cc1 (stereo not given)	?
CN1CCc2[nH]nc(C(=O)N[C@H](c3ccccn3)C3CC(O)C3)c2C1 (stereo not given in full)	53%[activator]
CCCC(NC(=O)COc1cc2occ(-c3nncn3-c3ccccc3)c(=O)c2cc1CC)C(=O)O (stereo not given)	-19%
Cc1c(C(=O)N(C)c2ccccc2)sc2nc3n(c(=O)c12)CCCC3	-21%
NC(=S)N/N=C/c1ccc([N+](=O)[O-])s1	?
Cc1cc(C(=O)N2CCCC(c3noc(COc4ccccc4)n3)C2)nn1C (stereo not given)	31%
CN(C)C(=O)CN1CCCN(Cc2ncc(-c3ccccc3)o2)CC1	50%[activator]
CC(c1cc2ccccc2o1)N(C)Cc1nc(-c2ccc(Cl)cc2)no1 (stereo not given)	3%
Nc1nnc(N)c2c1no[n+]2[O-]	-6%
Cc1cc(C(=O)N2CCC3(CC2)c2[nH]c4ccccc4c2CCN3C)n(C)n1	40%[activator]
O=S(=O)(c1ccc2oc3ccc(S(=O)(=O)N4CCCCCC4)cc3c2c1)N1CCCCCC1	-1%
COc1cc(/C=C2\Oc3cc(OS(=O)(=O)c4ccccc4)ccc3C2=O)cc(OC)c1OC	-2%
Cn1c(=O)c(-c2ccccc2)nc2cncnc21	?
Cc1ccc(CNC(=O)COc2ccc3c(C(F)(F)F)cc(=O)oc3c2)cc1	19%
COCCN1C(=O)c2cccn2CC1CNC(=O)COc1ccc(F)cc1 (stereo not given)	43%[activator]
CCOc1ccccc1C(=O)N1CCC(c2n[nH]c(=O)n2-c2ccccc2)CC1	19%
Cc1c(C(N)=O)[n+](=O)c2ccccc2n1[O-]	?
C[C@@H]1CC[C@@]2(OC1)OC1CC3C4CC=C5CC(O)CCC5(C)C4CCC3(C)C1[C@@H]2C (stereo not given in full)	-38%[57.4 µM]
O=C(CCc1ncc(-c2ccc(F)cc2F)o1)NC1=NCCS1	-3%
O=C(NC(c1ccccc1)c1ccccc1)c1cc2ccccc2[nH]1	-2%
FC(F)(F)c1cccc(CCC2CCCN(Cc3cccnc3)C2)c1 (stereo not given)	41%[activator]
Cc1cnn(Cc2c(C(=O)N3C[C@@H](C(N)=O)[C@H](c4n[nH]c(C)n4)C3)noc2C)c1	35%
COc1cccc(NC(=O)c2c(OC)cc(=O)n3c2CCCC3)c1	26%
CNC(=O)c1cc[nH]c1C1CCCN(C(=O)c2ccc(C)[nH]c2=O)C1 (stereo not given)	27%
O=C(Nc1cccc(F)c1)c1cc(S(=O)(=O)N2CCC3(CC2)OCCO3)ccc1F	-7%
COc1ccc(-c2ccc3c(c2)C(=O)N2CCN(C(=O)CC(C)(C)C)C[C@@H]2C(=O)N3)c(OC)c1	1%
Cc1noc(C)c1C(=O)N1CCC2(CC1)CN(C(=O)Nc1cccc(F)c1)C2	-19%[57.4 µM]
Cc1cc2nc(-c3cccc(NC(=O)COc4ccccc4)c3)oc2cc1C	-33%
CN(CCOc1ccccc1)C(=O)c1cc2ccccc2oc1=O	4%
COCCN1CCNc2nc(CNCc3cccc(Cl)c3)n(Cc3ccccc3)c2C1=O	90%[activator]
Clc1ccc2nc(-c3nc(C4CCOC4)no3)cn2c1 (stereo not given)	36%
CC(C)C(=O)NC[C@H]1O[C@H](Cc2cc(CN3CCCCC3)on2)CC[C@@H]1O	29%[176 µM]
O=C(CN1CCCC(c2nccn2Cc2cscn2)C1)N1CCOCC1 (stereo not given)	167%[activator]
CCOC(=O)C1=CN(CC(=O)NCCc2ccc(Cl)cc2)S(=O)(=O)N=C1C	54%[activator]
CC(C)(C)c1ccc(C(=O)Nc2cccc(C#N)c2)cc1Br	-1%
CN(C)c1ccc(CN2CCC3(C2)C(=NC2CCCCC2)NC(=O)N3c2cccnc2)cc1 (stereo not given)	1%[6.33 µM]
CCOc1ccc(-c2ccccc2)cc1C=O	-28%
Cc1nc(-c2cn(C3CCCN(C(=O)c4ccc5c(c4)OCO5)C3)nn2)no1 (stereo not given)	8%
O=C1NC(=O)c2cc(Nc3ccc(F)cc3)c(Nc3ccc(F)cc3)cc21	89%[activator]
Cc1cc2c(nc1C)CCCN2S(=O)(=O)c1cccs1	1%
O=C(O)c1cc2ccccc2o1	?
Cc1cccc(N(C)C(=O)COC(=O)c2ccc(F)cc2)c1	?

Additional entries follow.
SMILES	ALOX12 inh
CN1C(=O)c2cccn2CC1CNC(=O)CC1CCCC1 (stereo not given)	48%[activator]
C/C(=N/NC(=S)NCc1ccccc1)c1ccncc1	-5%
O=Cc1ccc(N2CCN(C(=O)c3ccc4c(c3)OCO4)CC2=O)cc1	7%[6.33 µM]
CC(NC(=O)C1CCN(c2cc(C(F)(F)F)ncn2)CC1)c1ccccc1 (stereo not given)	45µM*
O=C(O)c1cccc(NCc2ccc(F)cc2)c1	-26%
Cc1nc2nc(SCC(=O)NCc3ccc(F)cc3)nn2c(C)c1Cc1ccccc1	-22%
COc1ccc(S(=O)(=O)NC[C@H]2Cn3c(-c4ccc(Cl)cc4)cnc3CO2)cc1	?
COC(=O)C(C)Oc1cc(Br)c(C=O)cc1OC (stereo not given)	?
Cc1ccc(Cl)cc1NC(=O)c1ccc2ccccc2n1	?
Cc1c(C(=O)OCc2ccccc2)sc(=S)n1-c1ccccc1	?
O=C1OCCN1C1CCN([S+](=O)([O-])c2cccc(C(F)(F)F)c2)CC1	7%[6.33 µM]
CC(C)Oc1ccc2c(NC(=O)C3CCOC3)nn(CC(F)(F)F)c2c1 (stereo not given)	47%[activator]
CC(=O)Nc1ccc(CN2CCC(c3nc4ccc(F)cc4c(=O)[nH]3)CC2)cc1	80%[activator]
CC(NC(=O)CNC(N)=O)c1cccc(C(F)(F)F)c1 (stereo not given)	-3%
COC(=O)C1CCN(C(=O)CC[C@H]2CNC(=O)[C@@H]3[C@@H](CCN3C(C)C)N2C)CC1	1%[176 µM]
C[N+](C)(C)CCC(O)c1ccccc1 (stereo not given)	?
CC(=O)N1CCN(C(=O)Cn2ccc3ccccc32)CC1	-24%
Cc1noc(-c2cccs2)c1C(=O)NC(C)CCc1ccccc1 (stereo not given)	35%
Cc1ccc2c(C)c(CCC(=O)Nc3cc(Cl)ccc3F)c(=O)oc2c1	17%
Cc1ccc(C(=O)Nc2ccc(C(O)[C@H]3COCC(=O)N3Cc3ccccc3F)cc2)cc1 (stereo not given in full)	7%
C=CCn1c(SCc2cccc(C)c2)nc2c1c(=O)n(C)c(=O)n2C	?
Cc1ccc(-c2cccc(CN3C4CCC3CN(C(=O)Nc3ccccc3F)C4)c2)c(C)c1	49%[activator]
O=C(c1c(OCC2CC2)cc(=O)n2c1CCCCC2)N1CCN(c2ccccn2)CC1	7%
COC(=O)COc1cccc(N)c1	13µM*
CC(C)CC(=O)N1CCCCCC1CN1CCC(C)CC1 (stereo not given)	31%
COC(=O)c1cc2c(c3c4cc(F)ccc4n(S(=O)(=O)c4ccc(OC)cc4)c13)C(=O)N(C)C2	-21%
O=C(Nc1ccc(Cl)cc1F)C1CCCN1S(=O)(=O)c1ccc(Br)cc1 (stereo not given)	-26%
COc1ccc(S(=O)(=O)CC(=O)c2ccc(F)cc2)cc1	-16%
Cc1cc(CN(C)C(=O)C2CCCN(C3CCN(Cc4ccncc4)CC3)C2)n[nH]1 (stereo not given)	-6%
COc1cccc(NC(=O)[C@H](Cc2ccccc2)n2c(=O)[nH]c3ccccc3c2=O)c1	15%
COc1ccc(CN2C[C@H](O)C[C@H]2c2nc(-c3ccncc3)no2)cc1	47%[activator][176 µM]
CCOC(=O)C1(Cc2cccc(C(F)(F)F)c2)CCN(Cc2ccc(COC)o2)CC1	32%
Cc1ccc(C)n1-c1c(C(=O)NCCN(C)C2CCCCC2)sc2ncccc12	-7%
O=C(COC(=O)c1ccc2ccccc2n1)NCc1ccc(Cl)cc1	-15%
Cc1cccc(C)c1NC(=O)CN1C(=O)NC2(CCC(C)CC2)C1=O (stereo not given)	?
CCc1cccc2c(C(=O)CSc3nnc(C)s3)c[nH]c12	-2%
CS(=O)(=O)Nc1ccccc1NC(=O)Cc1ccc2c(c1)CCC2	3%
CN(CCOc1ccccc1F)C(=O)c1cnc2ccccc2n1	14%
CCOC(=O)c1[nH]c2cc(OC)c(OC)cc2c1NC(=O)CCN1CCC(C(N)=O)CC1	9%
Cc1ccc(-c2ccc3nnc(CNC(=O)c4ccco4)n3n2)cc1C	7%

A second format for part of the listing above.
| smiles | ALOX12 inh |
| --- | --- |
| CN(CCOc1ccccc1F)C(=O)c1cnc2ccccc2n1 | 14% |
| O=C(COC(=O)c1ccc2ccccc2n1)NCc1ccc(Cl)cc1 | -15% |

Other structures follow.
SMILES	ALOX12 inh
O=C(Cn1cnc2ccc(Cl)cc2c1=O)N(C1CC1)C1CCS(=O)(=O)C1 (stereo not given)	-45%
COc1ccc(C(=O)N2CCN(Cc3nc(N)c4ccccc4n3)CC2)cc1	6%
COc1ccc(CCCn2ccnc2-c2cn(C3CCNCC3)nn2)cc1	75%[activator]
CC(=O)N1c2ccccc2-c2nnc(SCc3ccccc3)nc2OC1C (stereo not given)	?
Cc1ccccc1COC(=O)c1nn(Cc2ccccc2)c(=O)c2ccccc12	-17%
O=C(O)CN(CCO)CCO	-11%
CCNC(=O)N[C@H]1CC[C@@]23CCCN2C(=O)CCC[C@H]3C1Cc1ccccc1 (stereo not given in full)	-3%
CCOC(=O)CNC(=O)c1cc(OCC)c(OCC)c(OCC)c1	5%
Cn1c(=O)[nH]c(=O)c2[nH]c(CN3CCN(c4ccccc4F)CC3)nc21	?
Cc1c(C(=O)N(Cc2ccco2)C2CC2)[nH]c2c1C(=O)CC(C)(C)C2	-58%
COC(=O)C1=C(C)NC(=O)NC1c1ccc(O)cc1 (stereo not given)	4%
O=C(C1=C(c2ccccc2)S(=O)(=O)CCO1)N(Cc1cccc(Cl)c1)c1ccccn1	3%
CC(C)c1ccc(-c2nc(C3CC(=O)N(c4ccc(Cl)cc4)C3)no2)cc1 (stereo not given)	?
Cc1ccccc1NC(=O)c1sc2c(c1C)C(c1cccs1)CC(=O)N2 (stereo not given)	25µM*
O=C(CCC1CCCO1)N1CCSCC1 (stereo not given)	-57%
O=C(NC1CCCN(c2cc(-c3ccc(F)cc3)[nH]n2)C1)c1ccccc1Cl (stereo not given)	11%
